Screening results (PubChem BioAssay)
S1P4 ag: S1P4 receptor agonists, primary screen, cell-based; activation, % at 4.98 µM; S1P4-expressing cell line, agonist reporter assay; hit rate 0.35% among 220,000; in the data active = activation above about 11%;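 note: 0% = DMSO vehicle and 100% = reference agonist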
Target sequence (O95977 whole entry, looked up): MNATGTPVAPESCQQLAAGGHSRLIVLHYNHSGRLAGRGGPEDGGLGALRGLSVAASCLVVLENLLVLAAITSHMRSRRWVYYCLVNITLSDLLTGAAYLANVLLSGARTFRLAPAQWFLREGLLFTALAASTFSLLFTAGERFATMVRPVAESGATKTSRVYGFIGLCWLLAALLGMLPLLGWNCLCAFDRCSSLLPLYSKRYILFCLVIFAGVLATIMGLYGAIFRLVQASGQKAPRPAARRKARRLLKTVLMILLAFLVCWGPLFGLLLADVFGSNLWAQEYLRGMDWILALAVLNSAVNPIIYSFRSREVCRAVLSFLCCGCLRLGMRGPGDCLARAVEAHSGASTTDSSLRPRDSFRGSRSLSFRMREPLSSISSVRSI
NPY-Y1 antag: NPY-Y1 receptor antagonists, primary screen, cell-based | inhibition, % at 3.6 µM | hit rate 1% among 200,000 | Neuropeptide Y receptor type 1 (Homo sapiens), P25929 | AID 1040, 2008 | HEK293-CNG Y1 cells, membrane potential fluorescence; NPY at EC95, then isoproterenol;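 active = inhibition above the campaign mean inhibition of all tested compounds plus 3 SD, cut at about 20% in these data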;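 note: 0% = DMSO wells given NPY plus isoproterenol and 100% = isoproterenol alone without NPY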
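Material: HEK293 cells with Y1 receptor plus CNG channel; times: compound incubation 1 h at room temperature, readout 45 min post-stimulation; signal: fluorescence, membrane potential probe; read-out basis: fluorescence ratio normalized to % inhibition between controls; benchmarks: full-block control isoproterenol-only wells, zero-block control NPY plus isoproterenol wells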
BaF3 parental: parental Ba/F3 cell viability inhibition, counter-screen for JAK2V617F inhibitor project, murine pro-B, CellTiter-Glo luminescence; CellTiter-Glo ATP luminescence; inhibition, % at 5.6 µM; hit rate 1.1% among 220,000; AID 1486, 2009;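 active = inhibition above a per-campaign cutoff, the mean inhibition of all tested compounds plus 3 SD, cut at about 27% in these data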;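 note: 0% = DMSO wells and 100% = JAK Inhibitor I control wells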
CHOP inhibitor: inhibitors of CHOP promoter induction, primary screen, cell-based, unfolded protein response, luciferase reporter; CHO-K1 CHOP-promoter luciferase, tunicamycin-induced, 15-18 h; inhibition, % at 10 µM; hit rate 3.8% among 220,000; AID 2732, 2010;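 active = compounds that reduced the stress-induced luciferase reporter signal by more than about 70% of percent inhibition, limit read from the data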;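 note: 0% = tunicamycin plus vehicle and 100% = wells without tunicamycin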
Ba/F3 V617F tox: reduced viability of JAK2V617F-dependent Ba/F3 cells, primary screen, JAK2V617F inhibitor project, cell-based, Ba/F3 EpoR-JAK2V617F, luminescence | ATP luminescence | inhibition, % at 5.6 µM | hit rate 1.1% among 220,000;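 active = inhibition above the campaign mean plus 3 SD over all tested compounds, cut at about 24% in these data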;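 note: cytokine-independent growth of Ba/F3 cells driven by EpoR plus mutant JAK2; 0% = DMSO-treated cells and 100% = JAK inhibitor I control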
NPY1 pot ag: NPY-Y1 receptor potentiators or agonists, primary screen, cell-based; Neuropeptide Y receptor type 1 (Homo sapiens), P25929; NPY-Y1 expressing cells, potentiator/agonist activation; activation, % at 3.6 µM; hit rate 0.37% among 220,000; in the data active = activation above about 33%, passing the limit was not always enough;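 note: cells stimulated with NPY at EC10 then isoproterenol at EC100; 0% = low agonist plus stimulus and 100% = saturating agonist plus stimulus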
S1P4 antag: S1P4 receptor antagonists, primary screen, cell-based; inhibition, % at 4.98 µM; AID 1510, 2009; Sphingosine 1-phosphate receptor 4 (Homo sapiens), O95977; S1P4-expressing cells, antagonist mode, reporter read-out; hit rate 0.26% among 220,000; in the data active = inhibition above about 29%;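 note: 0% = wells stimulated with agonist and 100% = vehicle wells without agonist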
NPY2 pot ag: NPY-Y2 potentiators or agonists, primary screen, cell-based; Neuropeptide Y receptor type 2 (Homo sapiens), P49146; cells expressing NPY-Y2, potentiator/agonist read-out; activation, % at 3.6 µM; hit rate 0.45% among 220,000; in the data active = activation above about 27%;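 note: cells stimulated with NPY near EC25 plus isoproterenol at EC100; 0% = vehicle plus submaximal agonist and 100% = vehicle plus saturating agonist; some results beyond the cut were filed as inactive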
p47phox inh: p47phox/p22phox peptide binding inhibitors, primary screen, biochemical, uHTS, NADPH oxidase regulatory subunit; fluorescence polarization, 2 h; inhibition, % at 24.7 µM; hit rate 0.53% among 220,000;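 active = inhibition above about 30%, limit read from the data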;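 note: 0% = p47phox with labelled peptide and 100% = labelled peptide alone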
Target sequence (P14598 whole entry, looked up): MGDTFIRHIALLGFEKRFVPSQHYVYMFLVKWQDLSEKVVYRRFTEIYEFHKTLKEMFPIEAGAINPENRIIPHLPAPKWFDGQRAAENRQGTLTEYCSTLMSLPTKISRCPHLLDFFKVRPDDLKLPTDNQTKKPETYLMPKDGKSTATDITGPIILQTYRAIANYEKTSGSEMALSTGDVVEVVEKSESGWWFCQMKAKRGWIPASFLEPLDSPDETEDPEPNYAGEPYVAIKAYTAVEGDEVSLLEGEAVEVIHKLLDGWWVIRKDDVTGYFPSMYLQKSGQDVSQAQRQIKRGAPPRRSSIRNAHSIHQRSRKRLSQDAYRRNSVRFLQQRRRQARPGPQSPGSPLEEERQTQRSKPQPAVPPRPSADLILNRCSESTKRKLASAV
* = called active by the depositor; nt = no result given; & = joins results of further samples. The list is partial; the hit share may differ from the screen's.

SMILES	S1P4 ag	NPY-Y1 antag	BaF3 parental	CHOP inhibitor	Ba/F3 V617F tox	NPY1 pot ag	S1P4 antag	NPY2 pot ag	p47phox inh
CC(C)C1(C)N=C(c2nc3ccccc3cc2C(=O)O)NC1=O (configuration not stated)	-2.1	3	5	18	-2	5	-19	8	-18
O=C(c1cc(-c2ccccc2)on1)N1CCC2(CC1)OCCO2	-0.8	-3	8	-11	1	-3	-5	-14	-14
CN1CCN(Cc2ccc(Br)s2)CC1	-1.6	2	0	-2	-2	-1	-21	-6	6
C=CCn1c(O)c(C(CC)=NC2CC2)c(=O)[nH]c1=O	-2.1	-1	8	-9	1	-8	-6	-5	-11
O=c1c2ccccc2nc(Cc2ccccc2)n1-c1cccc(O)c1	0.3	7	4	17	5	0	16	-10	nt
CN1CCN(c2c(C#N)c(C(F)(F)F)nn2C)CC1	-0.8	4	9	1	-1	3	-17	11	3
CC(=O)c1c(C)[nH]c(C(=O)N2CCC3(CC2)OCCO3)c1C	2.7	4	1	17	-2	-14	9	-5	-8
CCN1CCN(C(c2cccs2)C(C)NC(=O)Oc2ccccc2)CC1 (configuration not stated)	-0.4	-7	1	11	-3	5	6	-9	-4
CCOC(=O)/C(CCCN(CC)CC)=N\O	-0.4	-10	1	12	5	-24	4	-9	-1
CCOC(=O)c1ccc(NC(=O)c2c(O)[nH]c(=O)[nH]c2=O)cc1	-2.0	2	2	-11	-2	-2	1	-7	-40
Fc1ccc(C2=CCN(C(c3cccs3)c3nnnn3CCc3ccccc3)CC2)cc1 (configuration not stated)	0.5	9	4	24	2	-9	-7	-7	-55
CC1CN=C(NCc2ccncc2)S1 (configuration not stated)	-0.3	-2	3	-27	0	5	10	16	2
CN1CCN(c2nc([N+](=O)[O-])nn2C)CC1	0.6	4	4	-11	0	0	-39	19	0
O=c1c2ccccc2nc(SCC2CCCCO2)n1-c1ccccc1 (configuration not stated)	1.1	6	4	40	-3	-11	-10	2	-12
CCOC(=O)C1C(=O)NC23CCCC2C1c1ccccc1O3 (configuration not stated)	0.4	-5	-4	11	-3	-1	-5	-2	-2
Cc1ccc(-n2c(O)c(C=NCc3ccccn3)c(=O)[nH]c2=S)cc1	-0.1	nt	3	5	-5	17	0	-3	-4
Cc1nn(Cc2ccccc2)c(C)c1C(=O)NCc1ccccc1	0.2	2	11	31	2	-6	-6	-12	-1
CCc1ccccc1NC(=O)CSc1nnc([C@@H](N)Cc2c[nH]c3ccccc23)o1	-1.1	5	6	-4	3	-18	14	0	-2
CC(C)Sc1nnc([C@@H](N)Cc2ccccc2)o1	2.6	9	3	26	0	9	1	-14	-30
O=C(Cn1cc(C(=O)c2ccccc2)c2ccccc21)NCc1ccco1	0.4	-3	9	8	2	-14	22	-17	-7
CC1CC(NC(=O)C2C3CCC(O3)C2C(=O)O)CC(C)(C)C1 (configuration not stated)	-0.6	-4	13	25	6	-25	-1	-7	-4
Nc1ccncc1	1.3	-1	6	9&-5	1	0	2	-1	-4
COc1ccc(NC(c2ccccc2)P(=O)(Oc2ccccc2)Oc2ccccc2)cc1 (configuration not stated)	3.3	9	4	-19	-2	-4	-24	8	18
CC1CCCN(C(=O)CCl)C1 (configuration not stated)	0.7	4	0	55	3	13	-9	-18	4
CC[C@@H](C(N)=O)N1CCCC1=O	0.7	-2	-8	-3	-2	15	8	10	-16
CC(NCc1ccc(Cl)cc1)C(O)c1ccccc1 (configuration not stated)	0.1	9	1	-22	2	-10	-9	-15	-8
Cc1c(C=C2C(=O)N(C)C(=O)N(C)C2=O)c(=O)n(-c2ccccc2)n1C	1.0	1	3	8	-4	5	3	-4	2
Clc1cccc(Cl)c1C1N2CCCN12 (configuration not stated)	1.6	-5	5	-3	-3	6	-2	2	-7
C=CCN1C(=O)/C(=C/c2cc(C)n(-c3ccccn3)c2C)C(=O)NC1=S	-1.1	3	-2	-19	-3	22	0	2	-23
N#CSCC(=O)N1c2ccccc2CCc2ccccc21	1.2	7	5	66	-2	19	6	6	-6
CC12CCC3C(CC=C4CC(O)CCC43C)C1C/C(=C\N1CCCC1)C2=O (configuration not stated)	-0.1	nt	-5	-18	2	21	-62	-7	-28
NC12CN3CN(CN(C3)C1)C2 (tested in a mixture with another compound)	2.0	0	0	15	1	-1	-22	4	-7
C#CCN1CCN(c2cccc(C(F)(F)F)c2)CC1	2.7	6	1	8	-4	-9	-3	10	-3
CCCn1c(C(=O)c2ccccc2)nc2ccccc21	-0.3	-1	3	-19	-2	-15	-10	-3	-1
CCN1CCN(C(=O)COc2cc(=O)n(CC)c3ccccc23)CC1	1.5	-3	1	-7	-6	11	-4	3	-8
CCOP(=O)(OCC)C(O)c1ccccc1 (configuration not stated)	2.7	nt	-2	8	-6	29	-11	-1	-2
CC1(C(O)(C#CCN2CCCCC2)c2ccccc2)CCCC1 (configuration not stated)	-0.5	10	5	18	-4	-16	-2	0	-10
CCOC(=O)CCN=Cc1c(O)n(-c2ccc(Br)cc2)c(=O)[nH]c1=O	0.8	-2	-1	7	-2	10	-21	14	5
O=c1[nH]c(=O)n(CCc2ccccc2)c(O)c1C=NC1CC1	-0.2	nt	-2	4	2	-7	17	73*	-9
N#CCCn1cc(C(=O)Nc2ccccc2Br)c(-c2ccc([N+](=O)[O-])cc2)n1	1.9	-1	6	17	1	-9	-12	-10	-24
Cc1ccc(S(=O)(=O)N2CN3CCN(C3)C2)cc1	1.4	-3	3	-1	0	3	15	0	-4
NC(=O)Nc1cccc(C(F)(F)F)c1	-1.1	-4	0	-94	-4	-7	-16	14	-8
CC(=O)c1ccc2c(c1)C1C(Cl)C(Sc3ccccc3[N+](=O)[O-])CC1C(c1ccccc1[N+](=O)[O-])N2 (configuration not stated)	-0.7	-1	6	3	2	-24	16	-4	-12
O=c1[nH]c(=S)n(C2CC2)c(O)c1/C=N/Nc1ccccc1	0.7	2	8	-5	0	-4	-11	4	-36
CN1CCN(c2ccc([N+](=O)[O-])c(Sc3nncn3C)c2)CC1	0.6	3	9	-3	-2	16	-9	13	0
OC1/C(=C/c2ccc(C(F)(F)F)cc2)N2CCC1CC2 (configuration not stated)	1.7	5	-1	-4	-2	13	8	-1	-3
CC(=O)Nc1ccccc1C(=O)C(=O)Nc1cccc(C(=O)N2CCC3(CC2)OCCO3)c1	-0.7	-1	6	2	-1	12	-11	3	-4
CN(C)c1ccc(/C=C2/C(=O)NC(=O)N(CCc3ccc(F)cc3)C2=O)cc1	-1.3	-1	6	55	4	3	-15	10	-6
CCN1CCN(c2nc([N+](=O)[O-])nn2C)CC1	-1.2	nt	1	10	-2	11	-4	-4	-2
